Screening results from PubChem.
FEN1 inhibitor: human FEN1 inhibition; Recombinant FEN1 flap cleavage, fluorescence, 15 min; Potency, µM (top dose mostly 114 µM), for the others: top-dose activity change, negative = inhibition, most hits filed as inhibitors; 390,000 compounds, 0.35% hits; note: nearly all actives have a fitted effect of over 65% in size
Target sequence (P39748 whole entry, looked up): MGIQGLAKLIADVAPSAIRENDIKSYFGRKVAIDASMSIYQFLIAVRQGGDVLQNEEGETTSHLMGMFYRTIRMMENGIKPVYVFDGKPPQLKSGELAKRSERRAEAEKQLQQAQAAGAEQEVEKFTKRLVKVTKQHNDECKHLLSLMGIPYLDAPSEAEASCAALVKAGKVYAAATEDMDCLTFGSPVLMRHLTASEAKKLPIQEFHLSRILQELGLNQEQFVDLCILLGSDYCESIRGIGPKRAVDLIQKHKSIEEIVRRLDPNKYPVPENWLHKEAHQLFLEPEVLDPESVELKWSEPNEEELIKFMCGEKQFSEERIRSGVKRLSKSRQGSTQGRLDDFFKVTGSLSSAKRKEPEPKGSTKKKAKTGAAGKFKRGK
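Enzyme 10 nM, 15 min RT preincubation with compound; start with substrate 50 nM final; reads at 0 and 15 min; qHTS titration, four-parameter Hill fit.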
DT40 TDP1 CPT: growth inhibition of DT40 Tdp1-/-;hTDP1 cells with camptothecin (screen for TDP1 inhibitors) | chicken DT40 Tdp1-/-;hTDP1 cells + 20 nM CPT, ATP luminescence, 48 h | Potency, µM (series often up to 46.2 µM), without a hit: at the top dose activity change, negative = growth inhibition, actives largely listed as inhibitors | 420,000 compounds, 12% hits; note: nearly all actives have a fitted effect of over 55% in size
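Chicken DT40 Tdp1-/- cells complemented with human TDP1, 400 cells/well, exposed to compounds plus 20 nM camptothecin for at least 48 h at 37 C; viability read as ATP content by CellTiter-Glo luminescence.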
GCN5L2 inh: inhibitors of human GCN5L2 histone acetyltransferase; GCN5L2 HAT assay, ThioGlo1 CoA-SH fluorescence; Potency, µM (series often up to 58.9 µM), inactives show at the highest dose activity change, negative = inhibition, usual class: inhibitors; 390,000 compounds, 0.21% hits; AID 504327
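Titration-based screen in which CoA formation is detected via maleimide probe ThioGlo1 (50uM) turning fluorescent on thiol reaction; substrates H3(1-25) 75uM and acetyl-CoA 70uM, GCN5L2 20nM, 20 min incubation at room temperature.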
* marks the source's active call; other numbers are inactive results; ? = inconclusive; . = not tested or not shown; [ ] = remark or other dose. Calls come from the whole dose curve; as a rule, active = well fitted curve in the direction sought with a large enough effect; inconclusive = small, poorly fitted or top-dose-only effect, or another doubt; inactive = no such curve, though single readings can be large; an effect the other way counts as inactive or inconclusive. % is set by controls: 0 for no effect and ±100 for the full control effect; potency is the fitted concentration of half-maximal effect. The list is partial, so the mix of outcomes need not match the whole.

#	structure	FEN1 inhibitor	DT40 TDP1 CPT	GCN5L2 inh
1	CC1CCCCN1Cc1cnc(Cl)s1 (stereo unspecified)	11%	-16%	0%
2	CC(=O)Nc1ccc(S(=O)(=O)N2CCN(Cc3ccncc3)CC2)cc1	-6%	-15%	-19%
3	O=C(COc1ccc(Cl)cc1)Nc1ccc(O)c(-c2nc3ccccc3s2)c1	-4%	?	?
4	COc1cc2c(c(OC)c1OC)-c1ccc(SC)c(=O)cc1C(NC=O)CC2 (stereo unspecified)	1%	0.13µM*	.
5	Cc1oc2c(c1C(=O)c1ccccc1)C(=O)C(=O)c1ccccc1-2	-7%	1.2µM*	-2%
6	O=C(O)c1ccc2c(=O)n3c(nc2c1)/C(=C/c1ccc(Cl)c(Cl)c1)CC3	?	-5%	1%
7	O=C(NC1CCCCC1)C1(S(=O)(=O)c2ccc(Cl)cc2)CC1	-11%	-28%	3%
8	Fc1ccccc1N1CCN(c2ncnc3nc[nH]c23)CC1	0%	-10%	6%
9	Cc1cc2c(n1-c1ccc(C(=O)NCc3ccccc3Cl)cc1)CCCC2	14%	23µM*	-4%
10	COc1cccc(C(=O)NC2CC(=O)N(c3ccc4c(c3)OCCO4)C2)c1OC (stereo unspecified)	-1%	-9%	3%
11	COc1ccc(Cl)cc1NC(=O)C1COc2ccccc2O1 (stereo unspecified)	-20%	-30%	-8%
12	COc1cccc(/C=N/NC(=O)c2ccc(=O)n(C)c2)c1OC	7%	21%	-10%
13	O=C(C1CC(=O)N(C2CCCC2)C1)N1CCN(c2ccccc2F)CC1 (stereo unspecified)	1%	-14%	-5%
14	CCN(CC(=O)N1CCCC1)S(=O)(=O)c1ccc(F)cc1	-1%	-1%	-26%
15	C[C@H](NC(=O)c1nc[nH]c1C(=O)NC(c1ccccc1)c1ccccc1)C(=O)OC(C)(C)C	-21%	-96%	-16%
16	CCn1c(CC(=O)Nc2ccccc2F)nnc1SCC(=O)NC1CCCC1	-6%	-14%	-3%
17	COc1ccc(NC(=O)CN2C(=O)COc3ccc(S(=O)(=O)Nc4ccccc4)cc32)cc1OC	-10%	-5%	1%
18	CN(CCc1ccccc1)C(=O)c1ccc(NC(=O)Cc2cccc(NC(=O)C3CCN(C(=O)C4CCCC4)CC3)c2)cc1	-14%	?	.
19	O=C(Nc1ccccc1Oc1ccccc1)C1=COCCO1	-3%	-6%	-9%
20	N#Cc1ccccc1Sc1ccccc1C(=O)N1CCOCC1	4%	-5%	-5%
21	CN1CCC(N(C)C(=O)c2ccc(Cl)c(S(=O)(=O)N3CCCCC3)c2)CC1	13%	-27%	-6%
22	CCOc1ccccc1N1CCN(CC(=O)NC(C)c2ccccc2)CC1 (stereo unspecified)	4%	2%	-19%
23	S=C(Nc1ccc2[nH]ccc2c1)NC1CCCCC1	-3%	-12%	-2%
24	COc1cc(/C=N/N(C)c2ccccc2)ccc1O	-18%	-29%	-5%
25	CCOc1ccc(OCC)c(S(=O)(=O)NNC(=O)c2c(C)nc3ccccn23)c1	0%	3%	1%
26	COc1ccc(NC(=O)c2oc3ccccc3c2NC(=O)COc2ccc(C(C)C)cc2)c(OC)c1	-8%	28%	2%
27	CC(C)NC(=O)N(Cc1ccc(Cl)cc1)Cc1cccs1	2%	?	-10%
28	CC(=O)c1ccc(S(=O)(=O)N(C)CCCC(=O)N2CCN(c3ncccn3)CC2)cc1	-13%	-19%	-4%
29	Brc1ccc(CN2CCN(c3ccccc3)CC2)o1	2%	-4%	-1%
30	CCCOc1ccc(C(=O)Nc2ccc(S(=O)(=O)N3C[C@@H]4C[C@@H](C3)c3cccc(=O)n3C4)cc2)cc1	-9%	?	1%

Other entries
#	structure	FEN1 inhibitor	DT40 TDP1 CPT	GCN5L2 inh
31	COc1ccc(C2CC(=O)Oc3cc(C)cc(C)c32)cc1 (stereo unspecified)	6%	?	-6%
32	O=C(O)/C=C\c1cccc(-n2cnnn2)c1	-3%	-2%	3%
33	Cc1ccccc1OC(=O)c1cccc(S(=O)(=O)N2CCN(C)CC2)c1	13%	-7%	-1%
34	COc1ccc(C)cc1NC(=O)C(NCC(O)c1ccccc1)c1ccccc1 (stereo unspecified)	-21%	-28%	-6%
35	Cc1ccc(S(=O)(=O)NCCc2cc3ccc(C)cc3[nH]c2=O)cc1	-2%	-23%	-7%
36	CCN(CC)c1ccc(C(=O)NCc2nc3cccnc3n2Cc2ccc(C)cc2)cc1	-3%	18µM*	-13%
37	Cc1cc(C)nc(NC(=O)c2ccccc2O)n1	-5%	9%	-5%
38	Cc1cc(C)cc(NC(=O)N2CCCN(Cc3c(F)cccc3Cl)CC2)c1	-18%	-32%	-4%
39	CC(=O)N1N=C(N)SC1c1cccc([N+](=O)[O-])c1 (stereo unspecified)	1%	7%	0%
40	Cc1ccc(Cl)cc1N1CCN(C(=O)c2noc(C(C)C)c2[N+](=O)[O-])CC1	16%	23µM*	-9%
41	COc1ccc(S(=O)(=O)N(CCc2ccccc2)CC(=O)Nc2cc(C)cc(C)c2)cc1OC	?	?	-10%
42	O=C(NCc1ccco1)c1cc2n(n1)C(C(F)(F)F)CC(c1ccc(Cl)c(Cl)c1)N2 (stereo unspecified)	-8%	?	-1%
43	COc1ccc(N2CCN(C(=O)c3cc(=O)c4cc(Cl)ccc4o3)CC2)cc1	0%	?	-29%
44	Cc1n[nH]c2ccccc2c1=O	-1%	3%	.
45	COc1ccc(CC(=O)Nc2ccc(C(N)=O)cc2)cc1	2%	3%	3%
46	S=C(Nc1ccc(Br)cc1Cl)Nn1cnnc1	11%	-12%	3%
47	Cc1cc(C)c(S(=O)(=O)N2CCOC2CNC(=O)C(=O)NCCN(C)C)c(C)c1 (stereo unspecified)	6%	-8%	-7%
48	CC(C)n1cc(CN2CCC(Oc3ccc(C(=O)N4CCCC4)cc3)CC2)cn1	0%	-10%	-5%
49	Cc1ccc(N2CC(C(=O)Nc3ccc(C)c(S(=O)(=O)N(C)C)c3)CC2=O)cc1 (stereo unspecified)	-4%	9%	-9%
50	C=CCCC(=O)N1C[C@H]2CON(C)[C@H]2C[C@H]1c1cccc(Br)c1	-4%	1%	.
51	CSc1ccccc1NC(=O)c1ccccc1	-8%	7%	-5%
52	OCCN1CCN(c2nc3ccccc3nc2-c2ccccc2)CC1	7%	-23%	1%
53	Cc1ccc(S(=O)(=O)N(C)c2ccc(OCC(=O)OCC(=O)N(CC#N)c3ccccc3)cc2)cc1	-3%	4%	-6%
54	Fc1ccc(NCc2ccccc2-c2nnc(-c3ccccc3Cl)o2)cc1	-3%	1%	-1%
55	CC1CCCC(N2CCN(C(=O)c3ccccc3F)CC2)C1 (stereo unspecified)	7%	18%	1%
56	Cc1ccc(C(=O)OCC(=O)c2c(N)n(C)c(=O)n(C)c2=O)cc1S(=O)(=O)N1CCOCC1	-8%	-15%	3%
57	CCOC(=O)C1=C(O)CSC1=Nc1cccc2ccccc12	-2%	?	-1%
58	Cc1cc(N/N=C/c2ccc(Cl)cc2Cl)nc(NCc2ccccc2)n1	-1%	10µM*	-11%
59	CCCc1nnc(NC(=O)CSc2nnc3c4ccccc4n(CC)c3n2)s1	-2%	?	-1%
60	COc1cc(OC)c(OC)cc1CN(C)C(c1ccccc1)c1nnnn1-c1ccccc1C (stereo unspecified)	-12%	?	-7%

Arranged by molecular weight (descending): some entries from above
#	structure	FEN1 inhibitor	DT40 TDP1 CPT	GCN5L2 inh
15	C[C@H](NC(=O)c1nc[nH]c1C(=O)NC(c1ccccc1)c1ccccc1)C(=O)OC(C)(C)C	-21%	-96%	-16%
59	CCCc1nnc(NC(=O)CSc2nnc3c4ccccc4n(CC)c3n2)s1	-2%	?	-1%
55	CC1CCCC(N2CCN(C(=O)c3ccccc3F)CC2)C1 (stereo unspecified)	7%	18%	1%

The main list resumes, starting two compounds before the break.
#	structure	FEN1 inhibitor	DT40 TDP1 CPT	GCN5L2 inh
59	CCCc1nnc(NC(=O)CSc2nnc3c4ccccc4n(CC)c3n2)s1	-2%	?	-1%
60	COc1cc(OC)c(OC)cc1CN(C)C(c1ccccc1)c1nnnn1-c1ccccc1C (stereo unspecified)	-12%	?	-7%
61	CCOC(=O)C1(Cc2cccc(OC)c2)CCCN(S(=O)(=O)N(C)C)C1 (stereo unspecified)	-8%	12%	3%
62	O=S(=O)(Nc1cccc2ccccc12)c1cccc2nonc12	-6%	23%	-14%
63	CCCN(c1ccc(C)cc1)c1nc(=O)c2cccnc2s1	-2%	-29%	-2%
64	O=C(N/N=C/c1sc(N2CCCCC2)nc1-c1cccs1)C1CC1	-24%	-22%	-1%
65	Cn1cccc1Cc1nnc(SCC(=O)NCC2CCCO2)n1C (stereo unspecified)	21%	?	-3%
66	Cc1ccc(S(=O)(=O)N2[C@@H](c3ccc(Cl)cc3)C(C(=O)O)=CC[C@H]2c2cccc(C)c2)cc1	-12%	5%	-10%
67	NC(=O)CSc1cn(CCNC(=O)c2cccs2)c2ccccc12	19%	-4%	-8%
68	Cc1cc(C)nc(NS(=O)(=O)c2ccc(NC(=O)COc3ccccc3)cc2)n1	-3%	37%[activator]	-11%
69	CC(C)CNC(=O)COc1ccccc1[N+](=O)[O-]	5%	-10%	3%
70	COc1ccc(CN2C(=O)C(C)N(C(=O)c3c(F)cccc3F)c3ccccc32)cc1 (stereo unspecified)	-21%	13µM*	-12%
71	CCc1ccc(Nc2nnc(SCC(=O)NCCN3C(=O)CSC3=O)s2)cc1	-2%	-26%	-3%
72	CCOc1ccc(OCC)c(NC(=O)CN(C)S(=O)(=O)c2cnc[nH]2)c1	6%	-3%	1%
73	COc1cc(OC)c(NC(=O)c2cnc(N3CCCC3)nc2C)cc1Cl	9%	-14%	-4%
74	CC(NC(=O)/C=C/c1ccccc1)c1ccccc1 (stereo unspecified)	3%	?	-2%
75	O=C(Nc1cc(C(F)(F)F)ccc1-n1cncn1)c1ccc(-c2ccccc2)cc1	1%	-44%	0%
76	CCOc1cc(C(=S)N2CCOCC2)ccc1OC(=O)/C=C/c1ccc(OC)c(OC)c1	0%	-11%	-8%
77	CCOC(=O)C1CCN(C(=O)c2cnn3c(C)cc(C)nc23)CC1	-3%	-5%	-2%
78	CN1CCN(Cc2cccc3ncccc23)CC1CCO (stereo unspecified)	-15%	11%	-7%
79	COc1ccc(NC(=O)CN2CCN(S(=O)(=O)N(C)C)CC2)cc1	-5%	0%	-1%
80	CCOC(=O)C(C)CC(C)C(=O)N1CCOCCOCCN(C(=O)C(C)CC(C)C(=O)OCC)CCOCC1 (stereo unspecified)	-7%	-11%	22%
81	CCc1nc2ccccc2c(C(=O)Nc2cc(C)ccc2C)c1C	20%	?	0%
82	Cc1ccc(CNC(=O)CCc2c(C)nc3nc(C)nn3c2C)cc1	14%	-11%	2%
83	Cc1ccc2[nH]c(=O)c3cc(C(=O)NCCN4CCN(C)CC4)sc3c2c1	?	-20%	-1%
84	CCCCN(CC)CCCNC(=S)Nc1ccc2nc(N3CCN(C)CC3)cc(C)c2c1	-1%	?	-1%
85	CCc1ccc(Nc2nnc(-n3nc(C)cc3C)c3ccccc23)cc1	13%	?	-1%
86	C=C(C)CSC1=C(C#N)C(c2ccsc2)CC(=O)N1 (stereo unspecified)	7%	-21%	-5%
87	O=C(COC(=O)/C=C/c1ccc(C(F)(F)F)cc1)NC1CC1	-1%	0%	-3%
88	C#CCOCCOCCOCCNc1nc(N2CCN(C(=O)C([C@@H](C)CC)n3cc(C(N)COC(=O)C(F)(F)F)nn3)CC2)nc(N2CCN(C(=O)[C@H](CCCCN)n3cc(C(N)[C@H](C)CC)nn3)CC2)n1 (stereo partly specified)	4%	22%	.
89	COc1ccc(C(=O)OCc2ccccc2F)cc1S(=O)(=O)N1CCCC1	-16%	?	-10%
90	CCc1ccc(C(=O)NNC(=O)CN2C(=O)NC3(CCCC3)C2=O)cc1	-6%	-17%	-1%

Given screen by screen: part of the list above.
(69) CC(C)CNC(=O)COc1ccccc1[N+](=O)[O-]
(70) COc1ccc(CN2C(=O)C(C)N(C(=O)c3c(F)cccc3F)c3ccccc32)cc1 (stereo unspecified)

assay / compound,69,70
FEN1 inhibitor,5%,-21%
DT40 TDP1 CPT,-10%,13µM*
GCN5L2 inh,3%,-12%

Further compounds:
#	structure	FEN1 inhibitor	DT40 TDP1 CPT	GCN5L2 inh
91	Cc1nc(N2CCN(C)CC2)c2sc(=S)n(C)c2n1	-11%	26%	-7%
92	Cc1ccc(S(=O)(=O)NCC(=O)NCc2cc(=O)n(C)c(=O)n2C)cc1	-2%	1%	2%
93	CCC1Oc2ccccc2N(CC(=O)NCc2ccc(C)cc2)C1=O (stereo unspecified)	5%	?	0%
94	CC(=O)N1CCc2cc(S(=O)(=O)NCCC3=CCCCC3)ccc21	-2%	9.2µM*	.
